KDM4C inh – inhibitors of human demethylase GASC-1 KDM4C. inhibition, % at 12.5 µM. GST-KDM4C 2-372, H3K9me3 peptide, LANCE TR-FRET. 96,000 tested, 0.15% active. Q9H3R0;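 active = mean replicate inhibition above about 25%, with at least 55% of replicates also reaching it, limit read from the data, passing the limit was not always enough; inconclusive = only one of those two conditions met; inactive = neither condition met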
Target sequence (Q9H3R0 2-372 limits assumed): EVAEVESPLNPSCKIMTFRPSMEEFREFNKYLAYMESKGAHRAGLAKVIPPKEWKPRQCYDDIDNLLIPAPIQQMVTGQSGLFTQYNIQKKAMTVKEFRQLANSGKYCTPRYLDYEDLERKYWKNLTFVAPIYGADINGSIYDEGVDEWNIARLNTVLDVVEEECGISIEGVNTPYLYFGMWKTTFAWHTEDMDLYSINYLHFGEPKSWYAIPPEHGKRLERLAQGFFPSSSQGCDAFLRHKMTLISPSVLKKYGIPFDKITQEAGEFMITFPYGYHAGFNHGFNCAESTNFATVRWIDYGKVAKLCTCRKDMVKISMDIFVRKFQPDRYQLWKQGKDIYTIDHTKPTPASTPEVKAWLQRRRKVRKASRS
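Assay system: GST-GASC-1 enzyme fragment 2-372 | Amount: 10 nM enzyme | Medium: HEPES buffer, pH 7.5, plus ascorbate | Reagent: H3K9me3 peptide substrate, Fe(II), 2-oxoglutarate | Doses: Single-point compound screen | Incubation: 30 min demethylation and 1 h detection at room temperature | Measured by: LANCE TR-FRET, excitation 340 nm, emissions 618 and 671 nm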
Pf Dd2 growth – inhibitors of Plasmodium falciparum Dd2 growth; activity change, % at 10 µM; P. falciparum Dd2 growth, SYBR Green, 72 h; stronger effect = lower value; 94,000 tested, 2.3% active; in the data active = activity change below about -80%; inconclusive = no clear call, values can overlap the other calls
T cruzi growth – blocks T. cruzi growth in NIH3T3 culture | T. cruzi beta-gal in NIH3T3, GalScreen luminescence, 90 h | inhibition, % at 8.34 µM | AID 624255 | 77,000 tested, 5.9% active;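 active = mean inhibition above about 93%, with at least 55% of replicates each passing it, limit read from the data, passing the limit was not always enough; inconclusive = only one of those two conditions holds; inactive = neither condition holds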
C diff growth – inhibitors of Clostridium difficile growth; Clostridium difficile clinical isolate growth, OD600, 24 h; stronger effect = lower value; AID 1259249; growth activity, negative = inhibition, % at 16 µg/mL (by protocol); 86,000 tested, 0.25% active;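 active = mean growth activity at or below -80% and every replicate also at or below -80%; inconclusive = mean at or below -80% but some replicate above -80%; inactive = mean growth activity above -80%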;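 also: 0% = DMSO wells and -100% = levofloxacin 16 µg/mL wells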
* hit, by the source's call; ? = inconclusive; nt = no result given; & = joins results of further samples.

#1 C[C@@H]1CN([C@@H](C)CO)C(=O)c2cccc(NC(=O)c3ccncc3)c2O[C@@H]1CN(C)S(=O)(=O)c1ccc(Cl)cc1
#2 CCC(=O)Nc1ccc2c(c1)C(=O)N(C)C[C@@H](OC)[C@@H](C)CN(C(=O)CC)[C@H](C)CO2
#3 COc1cccc(NC(=O)N2C[C@@H](O)COC[C@H]3O[C@H](CC(=O)NC4CCCC4)CC[C@@H]32)c1
#4 CCCNC(=O)N(C)C[C@@H]1Oc2ncc(C3=CCCCC3)cc2C(=O)N([C@@H](C)CO)C[C@@H]1C
#5 COc1ccc(NC(=O)N(C)C[C@@H]2Oc3ccc(NC(=O)CCCCCC(=O)Nc4ccccc4N)cc3C(=O)N([C@H](C)CO)C[C@H]2C)cc1

assay / compound	1	2	3	4	5
KDM4C inh	nt	0.8	1.2	-1.3	2.3
Pf Dd2 growth	-38	6	2	16	20
T cruzi growth	63	29	15	30	nt
C diff growth	1	nt	nt	2	4

Molecules listed so far with nitrogen in an aromatic ring, in the order listed:
#1 C[C@@H]1CN([C@@H](C)CO)C(=O)c2cccc(NC(=O)c3ccncc3)c2O[C@@H]1CN(C)S(=O)(=O)c1ccc(Cl)cc1
#4 CCCNC(=O)N(C)C[C@@H]1Oc2ncc(C3=CCCCC3)cc2C(=O)N([C@@H](C)CO)C[C@@H]1C

assay / compound	1	4
KDM4C inh	nt	-1.3
Pf Dd2 growth	-38	16
T cruzi growth	63	30
C diff growth	1	2

(more compounds)
#6 Cc1ccc(S(=O)(=O)N(C)C[C@@H]2Oc3ccc(NS(=O)(=O)c4ccc(Cl)cc4)cc3CC(=O)N([C@@H](C)CO)C[C@H]2C)cc1
#7 CCCNC(=O)C[C@@H]1CC[C@@H]2[C@@H](COc3ccc(NC(=O)c4cccc(OC)c4)cc3C(=O)N2C)O1
#8 CCCNC(=O)C[C@@H]1CC[C@H]2[C@@H](COC[C@@H](O)CN2C(=O)Nc2ccc3c(c2)OCO3)O1
#9 C[C@H](CO)N1C[C@H](C)[C@H](CN(C)Cc2ccc(-c3ccccc3)cc2)Oc2ccc(NC(=O)CCC(F)(F)F)cc2C1=O
#10 Cc1ccc(S(=O)(=O)Nc2ccc3c(c2)C(=O)N([C@@H](C)CO)C[C@@H](C)[C@@H](CN(C)S(=O)(=O)c2ccc(F)cc2)OCCCC[C@H](C)O3)cc1

assay / compound	6	7	8	9	10
KDM4C inh	-0.9	-1.1	1.9	-0.3	-0.9
Pf Dd2 growth	-69	-19	12	10	-74
T cruzi growth	37	-64	5	87	nt
C diff growth	-2	-2	nt	-4	-5

#11 COc1ccc(S(=O)(=O)N2CCCCN3[C@@H](CO)[C@@H](c4ccc(C5=CCCC5)cc4)[C@@H]3C2)cc1
#12 O=C(C1CCC1)N1C[C@@H]2[C@H](c3ccccc31)[C@H](CO)N2C(=O)Nc1cccc(F)c1
#13 COCC(=O)N1C[C@H](C)[C@@H](OC)CN(C)C(=O)c2cc(NC(=O)c3ccccc3)ccc2OC[C@H]1C
#14 COc1ccccc1CN1[C@@H](CO)[C@@H]2c3ccccc3N(C(=O)c3cccnc3)C[C@@H]21
#15 CC(C)C#Cc1ccc([C@@H]2[C@H]3CN(CC4CC4)CCCCN3[C@H]2CO)cc1

assay / compound	11	12	13	14	15
KDM4C inh	-1.3	8.5	-0.3	2.7	-0.2
Pf Dd2 growth	-68	-2	24	8	-15
T cruzi growth	39	14	nt	3	49
C diff growth	7	-8	nt	6	2

#16 Cc1ccc(S(=O)(=O)N(C)C[C@H]2OCCCC[C@@H](C)Oc3ccc(NC(=O)NC4CCCCC4)cc3C(=O)N([C@@H](C)CO)C[C@H]2C)cc1
#17 COc1ccc(CN(C)C[C@H]2Oc3ccc(NS(=O)(=O)c4ccc(Cl)cc4)cc3CC(=O)N([C@@H](C)CO)C[C@@H]2C)cc1
#18 COc1ccc(NC(=O)N(C)C[C@H]2Oc3c(NS(=O)(=O)c4ccc(Cl)cc4)cccc3C(=O)N([C@@H](C)CO)C[C@@H]2C)cc1
#19 C[C@@H]1CN([C@H](C)CO)C(=O)c2cc(NS(=O)(=O)c3ccccc3)ccc2O[C@@H](C)CCCCO[C@H]1CN(C)Cc1ccccc1
#20 COCC(=O)Nc1ccc2c(c1)C(=O)N(C)C[C@@H](OC)[C@H](C)CN(C(=O)CC1CC1)[C@@H](C)CO2

assay / compound	16	17	18	19	20
KDM4C inh	-1.3	1.9	-0.2	0.8	0.2
Pf Dd2 growth	-55	-51	-2	-53	14
T cruzi growth	100*	107*	9	47	4
C diff growth	-16	-29	-1	nt	nt

#21 O=C(Nc1ccc(-c2ccccc2)cc1)[C@H]1[C@H](CO)[C@H]2Cn3c(cccc3=O)[C@H]2N1CC1CC1
#22 C[C@@H]1CN([C@H](C)CO)C(=O)Cc2cc(NC(=O)CCC(F)(F)F)ccc2O[C@H]1CN(C)C(=O)Nc1ccccc1
#23 COCC(=O)Nc1ccc2c(c1)[C@@H]1C[C@@H](CC(=O)NCc3ccc(OC)cc3)O[C@@H](CO)[C@@H]1O2
#24 C[C@@H]1CCCCO[C@@H](CN(C)Cc2ccc(C(=O)O)cc2)[C@@H](C)CN([C@H](C)CO)C(=O)c2cc(NC(=O)CCCN(C)C)ccc2O1
#25 C[C@H]1CN([C@@H](C)CO)C(=O)c2cc(NC(=O)Nc3ccc(C(F)(F)F)cc3)ccc2O[C@@H]1CN(C)S(=O)(=O)c1ccccc1

assay / compound	21	22	23	24	25
KDM4C inh	0.0	-1.3	1.4	0.8	0.0
Pf Dd2 growth	nt	10	-46	41	33
T cruzi growth	170*	2	-32	-10	-2
C diff growth	11	-11	0	-17	1

In the list so far, 5 contain fluorine.
#9 C[C@H](CO)N1C[C@H](C)[C@H](CN(C)Cc2ccc(-c3ccccc3)cc2)Oc2ccc(NC(=O)CCC(F)(F)F)cc2C1=O
#10 Cc1ccc(S(=O)(=O)Nc2ccc3c(c2)C(=O)N([C@@H](C)CO)C[C@@H](C)[C@@H](CN(C)S(=O)(=O)c2ccc(F)cc2)OCCCC[C@H](C)O3)cc1
#12 O=C(C1CCC1)N1C[C@@H]2[C@H](c3ccccc31)[C@H](CO)N2C(=O)Nc1cccc(F)c1
#22 C[C@@H]1CN([C@H](C)CO)C(=O)Cc2cc(NC(=O)CCC(F)(F)F)ccc2O[C@H]1CN(C)C(=O)Nc1ccccc1
#25 C[C@H]1CN([C@@H](C)CO)C(=O)c2cc(NC(=O)Nc3ccc(C(F)(F)F)cc3)ccc2O[C@@H]1CN(C)S(=O)(=O)c1ccccc1

assay / compound	9	10	12	22	25
KDM4C inh	-0.3	-0.9	8.5	-1.3	0.0
Pf Dd2 growth	10	-74	-2	10	33
T cruzi growth	87	nt	14	2	-2
C diff growth	-4	-5	-8	-11	1

Carrying on:
#26 C[C@@H]1CCCCO[C@@H](CN(C)CC2CCCCC2)[C@@H](C)CN([C@@H](C)CO)C(=O)c2cc(NS(C)(=O)=O)ccc2O1
#27 CNC[C@@H]1Oc2c(NS(=O)(=O)c3cn(C)cn3)cccc2C(=O)N([C@H](C)CO)C[C@@H]1C
#28 CC(C)NC(=O)Nc1ccc2c(c1)C(=O)N([C@H](C)CO)C[C@@H](C)[C@H](CN(C)Cc1ccc3c(c1)OCO3)OCCCC[C@@H](C)O2
#29 CCC(=O)N1C[C@H](O)COC[C@H]2O[C@@H](CC(=O)N3CCCCC3)CC[C@@H]21
#30 O=C(O)C[C@H]1C[C@H]2c3cc(NC(=O)C4CCOCC4)ccc3O[C@H]2[C@@H](CO)O1

assay / compound	26	27	28	29	30
KDM4C inh	-0.2	-0.8	-1.3	0.3	-1.3
Pf Dd2 growth	-20	14	-27	24	55
T cruzi growth	104*	80	12	-75	nt
C diff growth	6	-3	5	-2&-6	-7

#31 O=C(C[C@@H]1C=C[C@@H](NC(=O)Cc2cccnc2)[C@@H](CO)O1)Nc1ccc(-c2ccccc2)cc1
#32 O=C(C[C@H]1C=C[C@H](NC(=O)c2ccncc2)[C@@H](CO)O1)Nc1ccc(-c2ccccc2)cc1
#33 CCCC(=O)N1CCC2(CC1)CN(C(=O)COC)[C@H](CO)c1c2c2ccc(OC)cc2n1C
#34 CCCNC(=O)[C@H]1[C@H](CO)[C@H]2Cn3c(ccc(-c4ccccc4)c3=O)[C@@H]1N2Cc1ccccc1F
#35 CCCNC(=O)N1CC2(C1)[C@H](c1ccccc1)[C@H](CO)N2C(=O)CC1CC1

assay / compound	31	32	33	34	35
KDM4C inh	-2.4	0.6	1.1	-0.2	1.8
Pf Dd2 growth	12	-12	16	-4	-2
T cruzi growth	nt	7	nt	59	nt
C diff growth	-3	-12	-1	5	10

#36 C[C@@H]1CN([C@H](C)CO)C(=O)c2cc(NC(=O)CCCCCC(=O)Nc3ccccc3N)ccc2O[C@@H]1CN(C)S(=O)(=O)c1cccs1
#37 CCN(C[C@@H]1N[C@H](CO)[C@H]1c1ccc(-c2cccc(F)c2)cc1)C(=O)COC
#38 C[C@H](CO)N1C[C@H](C)[C@@H](CN(C)C)Oc2c(NS(=O)(=O)c3ccccc3)cccc2C1=O
#39 C/C=C/c1ccc([C@H]2[C@H](CO)N3CCCCN(C(=O)Nc4cc(F)ccc4F)C[C@@H]23)cc1
#40 Cc1ccccc1S(=O)(=O)N(C)C[C@@H]1OCc2cnnn2CCCC(=O)N([C@@H](C)CO)C[C@@H]1C

assay / compound	36	37	38	39	40
KDM4C inh	-0.8	0.7	7.1	0.5	0.2
Pf Dd2 growth	-11	-21	15	6	27&7
T cruzi growth	nt	36	-27	108	?
C diff growth	-2	-1	1	34	2&-2

#41 O=C([C@H]1N[C@H]2c3ccc(C4=CCCC4)c(=O)n3C[C@H]2[C@@H]1CO)N1CCc2ccccc2C1
#42 CC(C)NC(=O)Nc1ccc2c(c1)C(=O)N([C@H](C)CO)C[C@@H](C)[C@@H](CN(C)C(=O)NC(C)C)O2
#43 C[C@@H]1CN([C@@H](C)CO)C(=O)Cc2cc(NC(=O)C3CCCCC3)ccc2O[C@H]1CN(C)C(=O)Nc1ccc(C(F)(F)F)cc1
#44 O=C(C[C@@H]1C=C[C@H](NC(=O)c2ccncc2)[C@@H](CO)O1)NCC1CCCCC1
#45 Cc1ccc(S(=O)(=O)Nc2cccc3c2O[C@@H](CN(C)C(=O)Nc2cccc4ccccc24)[C@@H](C)CN([C@@H](C)CO)C3=O)cc1

assay / compound	41	42	43	44	45
KDM4C inh	-0.6	0.3	-0.7	-4.9	5.9
Pf Dd2 growth	-9	11	-38	nt	-1
T cruzi growth	7	35	49	nt	10
C diff growth	0	-2	-3	0	nt

#46 CC(C)NC(=O)N(C)C[C@@H]1Oc2ncc(C#CC3CC3)cc2C(=O)N([C@H](C)CO)C[C@@H]1C
#47 COc1ccc(CN(C)C[C@@H]2Oc3ccc(NC(=O)Cn4cnnn4)cc3CC(=O)N([C@@H](C)CO)C[C@H]2C)cc1
#48 CCC(=O)N1[C@@H]2c3cccc(=O)n3C[C@@H]2[C@@H](CO)[C@@H]1C(=O)NCC1CC1
#49 O=C(c1ccccc1F)N1CC[C@@H]2[C@@H](CO)Nc3ccc(C#Cc4ccccc4)cc3[C@@H]21
#50 Cc1ccccc1-c1ccc([C@H]2[C@H]3CN(C(=O)Cc4ccccn4)CC(=O)N3[C@H]2CO)cc1

assay / compound	46	47	48	49	50
KDM4C inh	-0.7	-1.7	0.8	-4.5	-0.3
Pf Dd2 growth	32	-10	0	-35	-33
T cruzi growth	nt	44	41	?	nt
C diff growth	-5	-2	1	7	-4

#51 COc1cccc(NC(=O)Nc2ccc3c(c2)C(=O)N(C)C[C@H](OC)[C@@H](C)CN[C@H](C)CO3)c1
#52 CNC[C@H]1Oc2ccc(NS(C)(=O)=O)cc2CC(=O)N([C@@H](C)CO)C[C@H]1C
#53 C[C@@H]1CN([C@H](C)CO)C(=O)Cc2cc(NC(=O)Nc3ccc4c(c3)OCO4)ccc2O[C@@H]1CN(C)CC1CC1
#54 COc1ccc2c3c([nH]c2c1)[C@@H](CO)N(C(=O)NC(C)C)CC31CN(C(=O)c2ccncc2)C1

assay / compound	51	52	53	54
KDM4C inh	-1.2	0.1	1.0	-0.4
Pf Dd2 growth	7	8	-70	-3
T cruzi growth	-9	67	20	nt
C diff growth	nt	-5	1	0

Bioassay records from PubChem.

This is a random part of the collection; any-hit rate near 7.2%.
